Growth percent in the NCI-60 one-dose screen (48 h, 10 µM unless noted): 100 = growth as untreated, 0 = no growth, -100 = all killed.
NCI/ADR-RES: NCI/ADR-RES ovarian cells. hit rate 4.4% among 81,000
786-0: 786-0 renal cancer cells. AID 1794775. hit rate 5.1% among 81,000
CAKI-1: CAKI-1 renal cancer; hit rate 4.7% among 75,000; AID 1794772
UO-31: UO-31 renal cancer | hit rate 5.2% among 81,000 | AID 1794768
SN12C: SN12C renal cancer cells | hit rate 3.8% among 81,000
TK-10: TK-10 renal cancer cells. hit rate 3.9% among 81,000. AID 1794769
ACHN: ACHN renal cancer. hit rate 4.9% among 81,000. AID 1794771
IGROV1: IGROV1 ovarian cancer | hit rate 4.7% among 79,000
Starred values were filed as active, the others as inactive; . = no result given; [ ] = another dose, or the depositor's remark. The calls were made as follows: active = growth percent below 10; inactive = the rest.

canonical_smiles | NCI/ADR-RES | 786-0 | CAKI-1 | UO-31 | SN12C | TK-10 | ACHN | IGROV1
O=C(O)c1ccccc1Oc1cc(-c2ccco2)nc(OCCn2cnc3nc[nH]c3c2=O)n1 | 105 | 89 | 96 | 106 | 115 | 100 | 107 | 115
CCN(CC)CCCNc1nc(SC)nc(-c2cccc([N+](=O)[O-])c2)c1C#N | 99 | 92 | 83 | 74 | 95 | 105 | 93 | 93
CCOC(=O)c1c(C)nn(CC(O)c2ccccc2)c1NC(=O)Nc1ccc(F)cc1 (configuration not stated) | 87 | 90 | 76 | 85 | 80 | 108 | 97 | 94
COc1ccc(-c2nc3ccc(-c4nnc(SCC(=O)Nc5ccc(C(=O)/C=C/c6ccccc6)cc5)o4)cc3[nH]2)cc1OC | 110 | 99 | 97 | 89 | 95 | 133 | 96 | 96
O=C1C(=O)c2ccc(Br)cc2-c2cc(Br)ccc21 | -29* | 51 | 58 | 48 | 34 | 114 | 39 | 69
CC(=O)N1N=C(c2ccc(-n3ccc(C(F)(F)F)n3)c(C)c2)CC1c1ccc[nH]1 (configuration not stated) | 96 | 95 | 95 | 82 | 97 | 93 | 103 | 100
C=C1CCC2C(C)(CO)C(O)CCC2(C)C1C/C=C1/C(=O)OCC1O/C=C/c1ccccc1 (configuration not stated) | 74 | 93 | 77 | 69 | 74 | 119 | 87 | 84
O=C1N(C2CCCCC2)C(=O)N1C1CCCCC1 | 36 | 54 | 29 | . | 50 | 8.1* | 11 | .
CCCCCCCCC(C)(O)CC (configuration not stated) | 107 | 100 | 98 | 83 | 97 | 105 | 101 | 116
Cc1cc(O)c2cc3c(O)c(O)ccc3cc2c1 | 109 | 91 | 105 | 102 | 112 | 115 | 106 | 98
CN1CCN(Cc2ccc(NC(=O)c3cncc(C#Cc4cnc(N)c5ccncc45)c3)cc2C(F)(F)F)CC1 | 72 | 35 | 4.5* | 3.6* | 6.0* | 49 | 2.3* | 4.5*
CN(C)C1(C)C=CC2CC1C2(C)C (configuration not stated) | 103 | 95 | 98 | 80 | 100 | 100 | 96 | 108
CCc1cccc(CC)c1N1CC(C(=O)O)CC1=O (configuration not stated) | 98 | 93 | 88 | . | 99 | 110 | 103 | 108
CCOc1ccccc1NC1=C(Cl)C(=O)c2nc(C)ccc2C1=O | -9.6* | -88* | . | -93* | -51* | 124 | -99* | -58*
COc1cc(OC)c(S(N)(=O)=O)cc1C1=NN(C=O)C(c2ccc(Cl)cc2)C1 (configuration not stated) | 104 | 101 | 89 | 96 | 120 | 97 | 109 | 122
S=C(SSC(=S)N1CCOCC1)N1CCOCC1 | 106 | 103 | 79 | 77 | 100 | 96 | 98 | 29
Cc1cc2c(C(C)C)c(O)c(O)c(C=NCCCCCC(=O)O)c2c(O)c1-c1c(C)cc2c(C(C)C)c(O)c(O)c(C=NCCCCCC(=O)O)c2c1O | 93 | 93 | 91 | 89 | 89 | 81 | 106 | 55
C=C(C)[C@@H]1CC[C@]2(C(=O)NCCCNCCCCN)CC[C@]3(C)[C@H](CC[C@@H]4[C@@]5(C)CCC(=O)C(C)(C)[C@@H]5CC[C@]43C)[C@@H]12 | 101 | 100 | 59 | 85 | 96 | 141 | 103 | 100
COc1ccc(C(=O)CSc2nccc(Nc3ccc(C(=O)O)cc3)n2)cc1 | 103 | 103 | 98 | 82 | 99 | 103 | 101 | 92
CC(C)(C)n1cc(-c2ccnc(NCCCNS(=O)(=O)c3cccc(F)c3)c2)c(-c2ccccc2)n1 | 80 | 62 | 82 | 66 | 80 | 103 | 92 | 77

In a second layout: three of the compounds above.
CCOc1ccccc1NC1=C(Cl)C(=O)c2nc(C)ccc2C1=O
  NCI/ADR-RES = -9.6*
  786-0 = -88*
  CAKI-1 = .
  UO-31 = -93*
  SN12C = -51*
  TK-10 = 124
  ACHN = -99*
  IGROV1 = -58*

COc1cc(OC)c(S(N)(=O)=O)cc1C1=NN(C=O)C(c2ccc(Cl)cc2)C1 (configuration not stated)
  NCI/ADR-RES = 104
  786-0 = 101
  CAKI-1 = 89
  UO-31 = 96
  SN12C = 120
  TK-10 = 97
  ACHN = 109
  IGROV1 = 122

S=C(SSC(=S)N1CCOCC1)N1CCOCC1
  NCI/ADR-RES = 106
  786-0 = 103
  CAKI-1 = 79
  UO-31 = 77
  SN12C = 100
  TK-10 = 96
  ACHN = 98
  IGROV1 = 29

An excerpt from above, showing only ACHN.
mol | ACHN
C=C(C)[C@@H]1CC[C@]2(C(=O)NCCCNCCCCN)CC[C@]3(C)[C@H](CC[C@@H]4[C@@]5(C)CCC(=O)C(C)(C)[C@@H]5CC[C@]43C)[C@@H]12 | 103
COc1ccc(C(=O)CSc2nccc(Nc3ccc(C(=O)O)cc3)n2)cc1 | 101

Going on with the list.
canonical_smiles | NCI/ADR-RES | 786-0 | CAKI-1 | UO-31 | SN12C | TK-10 | ACHN | IGROV1
C[N+](C)([O-])c1ccc(/C=C/c2c(F)cccc2F)cc1 | 93 | 107 | 83 | 57 | 88 | 111 | 83 | 52
CN1CCN(c2ccc(Nc3nc(NCCNC(=O)c4c(F)cccc4F)c4sccc4n3)cc2)CC1 | 91 | 15 | 71 | 71 | 75 | 112 | 86 | 92
COC(=O)c1cccc([N+](=O)[O-])c1Br | 107 | 99 | 92 | 90 | 99 | 114 | 94 | 108
COC(=O)[C@]12CC[C@@H](C)[C@H](C)[C@@H]1C1=CC[C@@H]3[C@@]4(C)C(C=O)=C[C@@](C)(CO)[C@@H]4C(=O)C[C@@]3(C)[C@]1(C)CC2 | 39 | 61 | 39 | 43 | 46 | 49 | 28 | 66
CC(=O)O[C@H]1CO[C@H]2[C@@H]1OC[C@@H]2Oc1ccnc(NC2CCN(S(C)(=O)=O)CC2)n1 | 108 | 104 | 93 | 87 | 99 | 106 | 110 | 103
O=C(Nc1ccc(S(=O)(=O)N2CCCCC2)cc1)C(Cl)Cl | 114 | 99 | 98 | 97 | 112 | 103 | 109 | 135
O=C1CN(Cc2ccncc2)C(=O)[C@@H](Cc2c[nH]c3ccccc23)N1 | 105 | 113 | 95 | 77 | 98 | 98 | 107 | 102
O=C(Nc1nc2cc(C(=O)N3CCN(C(c4ccccc4)c4ccccc4)CC3)ccc2o1)c1ccc(NC2CCCCC2)c([N+](=O)[O-])c1 | 35 | 54 | 55 | 66 | 54 | 85 | 47 | 51
CN(/N=C/c1ccccc1O)C(=O)c1ccccc1N | 109 | 102 | 98 | 93 | 94 | 113 | 105 | 107
CCOc1ccc(N=C(N)N=C(N)N)cc1 | 118 | 98 | 101 | 93 | 104 | 107 | 109 | 122
CCCCCCCOc1ccc(S(=O)(=O)Nc2ccc(C)c(F)c2C(=O)O)cc1 | 94 | 95 | 93 | 75 | 95 | 96 | 101 | 109
O=C(O)Cc1cc[nH]c1 | 107 | 110 | 95 | 89 | 103 | 102 | 105 | 94
O=C(CSc1oc(-c2ccccc2)nc1S(=O)(=O)c1ccc(Br)cc1)Nc1ccc(F)cc1 | 54 | 21 | 89 | 91 | 76 | 112 | 60 | 91
COc1cc2cc(C)c(Br)c(OC)c2cc1OC | 101 | 95 | 94 | 98 | 89 | 92 | 94 | 115
CC(C)OP(=O)(OC(C)C)c1ncc(-c2ccc(C(F)(F)F)cc2)c(NC2CCCCCC2)n1 | 3.2*[33.3 µM] | -68*[33.3 µM] | -29*[33.3 µM] | -91*[33.3 µM] | -73*[33.3 µM] | 1.1*[33.3 µM] | -1.0*[33.3 µM] | -11*[33.3 µM]
FC(F)(F)c1nnc2n1NC(c1ccccc1)=CS2 | 106 | 95 | 75 | 78 | 92 | 92 | 97 | .
Cc1cc(-c2ccc(N=C=O)c(C)c2)ccc1N=C=O | 101 | 99 | 91 | 76 | 94 | 110 | 101 | 102
CC(=O)Nc1ccc(-n2cnc3cc(-c4ccc(O)cc4)ccc32)cc1C(F)(F)F | 16 | 20 | 29 | 10 | 16 | 33 | 6.3* | 35
O=C(COc1ccc(/C=C2\Oc3ccccc3C2=O)cc1)c1ccc([N+](=O)[O-])cc1 | 103 | 100 | 108 | 70 | 85 | 103 | 127 | 83
NC(=S)N/N=C\c1[nH]c(=O)nc2ccccc12 | 107 | 104 | 83 | 91 | 104 | 127 | 96 | 123
ClC(Cl)(Cl)C1CO1 (configuration not stated) | . | 109 | 98 | 92 | 95 | 104 | 114 | 97
CC1(C)CC(=O)C2=C(C1)N(CCc1ccc(S(N)(=O)=O)cc1)C1=C(C(=O)CC(C)(C)C1)C2c1ccccc1Br | 107 | 97 | 84 | 84 | 98 | 107 | 97 | 94
CSc1nc(N)c(C(=O)Nc2ccc([N+](=O)[O-])cc2)s1 | 83 | 88 | . | 68 | 90 | 85 | 86 | .
CCNC(=O)N1N=C(c2ccc(N)cc2)c2cc3c(cc2CC1=O)OCO3 | 99 | 109 | 81 | 90 | 107 | 104 | 111 | 100
C=CCc1cc(Cl)ccc1O | 112 | 107 | 89 | 76 | 95 | 120 | 97 | 108
S=c1[nH]nc(-c2ccc(Cl)cc2)s1 | 112 | 94 | 96 | 99 | 105 | 109 | 108 | 107
CN(C)c1ccc(/C=N/n2c(-c3cc(F)c(Cl)cc3Cl)n[nH]c2=S)cc1 | 112 | 111 | 67 | 86 | 100 | 100 | 102 | 104
CC(=O)C1=C(O)/C(=C\C=C\c2ccccc2)OC1=O | . | 105 | 109 | 88 | 95 | 107 | 92 | .
O=S(=O)(Nc1ccc(Cl)c(C(F)(F)F)c1)c1ccc(-c2nnc(C3CCCCC3)o2)cc1 | 98 | 98 | 90 | 78 | 91 | 103 | 98 | 98
Nc1nc(Nc2ccccc2SSc2ccccc2Nc2nc(N)nc(-c3cccc(Cl)c3)n2)nc(-c2cccc(Cl)c2)n1 | 81 | 99 | 76 | 84 | 62 | 154 | 89 | 70
CSc1nc(Nc2ccc(S(=O)(=O)NN3C=NC=CC3)cc2)c(C#N)c(-c2ccc(Cl)cc2)n1 | 100 | 97 | 107 | 92 | 94 | . | 108 | 112
CCn1c(SC/C(=N/O)c2ccc(Br)cc2)nnc1-c1ccncc1 | 104 | 105 | 97 | 90 | 102 | 102 | 110 | 107
CCCCCCCCCCCC(=O)NCC(=O)O | 104 | 91 | 93 | 90 | 104 | 100 | 106 | 113
COc1ccc(-c2cc(NC(=O)Nc3ccc(O)cc3)no2)cc1 | 68 | 77 | 31 | 42 | 75 | 97 | 55 | 68
Nc1nc(F)nc2c1ncn2[C@@H]1O[C@H](COP(=O)(O)O)[C@@H](O)[C@@H]1O | 30 | 66 | 86 | 58 | 37 | 92 | 94 | 115
N#C/C(=C\c1c[nH]c2ccccc12)C(N)=O | 100 | 109 | 96 | 90 | 98 | 171 | 93 | 107
CCOCCOCCOCCOCCOCCOCCOCCOCCOCCO (tested in a mixture with another compound) | 56 | 39 | 13 | 19 | 10 | 0.1* | . | 30
N#CC1CN(S(=O)(=O)O[C@@H]2C(=O)N(c3cc4c5ccccc5ccc4c4ccccc34)[C@H]2c2ccc(F)cn2)C1 | 90 | 86 | 83 | 74 | 95 | 95 | 83 | 94
O=C(NC1CCCc2ccccc21)c1cc2c([nH]c1=O)CCC2 (configuration not stated) | 98[50 µM] | 99[50 µM] | 77[50 µM] | 68[50 µM] | 99[50 µM] | 125[50 µM] | 92[50 µM] | 94[50 µM]
COc1cc(/C=N/N=C(N)N)cc(I)c1O | 100 | 105 | 97 | 97 | 102 | 102 | 108 | 118
Cc1ccc(C2=NN(C=O)C(c3sc(N4CCOCC4)nc3Cl)C2)cc1 (configuration not stated) | 95 | 99 | 92 | 74 | 99 | 108 | 101 | 102
CCCCCCCCCCCC(=O)Nc1ncnc2nc[nH]c12 | 103 | 99 | 94 | 92 | 91 | 104 | 96 | 103
CC(C)CC(N)C(=O)NNc1n[nH]c(=S)n1N (configuration not stated) | 101 | 99 | 95 | 90 | 95 | 98 | 102 | 104
Cc1ccc(NC(=O)CN2CCN(c3ncnc4c3cnn4-c3ccccc3)CC2)cc1 | 80 | 105 | 78 | 63 | 75 | 152 | -33* | 81
CSc1nnc(-c2ccc(NC(=O)c3cccnc3)cc2)n1N | 107 | 111 | 92 | 87 | 99 | 99 | 98 | 117
CCS(=O)(=O)Oc1ccc(-c2ccc3occc3c2)cc1 | 97 | 98 | 85 | 87 | 92 | 103 | 102 | 94
O=CNc1ccc2c3c(cccc13)CC2 | 105 | 103 | 84 | 66 | 97 | 113 | 97 | 96
CCOc1ccc(-n2c(CCc3ccccc3)nnc2SCC(=O)N2CCCC2)cc1 | 99 | 98 | 97 | 87 | 92 | 98 | 99 | 93
CC(=O)OCC(=O)[C@@]1(O)CC[C@H]2[C@@H]3CCC4=CC(=O)CC[C@]4(C)[C@H]3[C@@H](O)C[C@@]21C | 81 | 103 | 78 | 79 | 72 | 104 | 100 | 82
Cc1cc(-c2ccccc2)nc2ccccc12 | 102 | 109 | . | 77 | 104 | 135 | . | 93

Further entries follow.
canonical_smiles | NCI/ADR-RES | 786-0 | CAKI-1 | UO-31 | SN12C | TK-10 | ACHN | IGROV1
Cc1ccc(C)c2c1[nH]c1ccccc12 | 102 | 102 | 108 | 103 | 94 | 111 | 109 | 92
O=S(=O)(NCCCNc1nccc(-n2cnc3ccccc32)n1)c1ccc(Cl)cc1 | 98 | 103 | 94 | 87 | 92 | 104 | 94 | 114
COc1cc(N2C(=O)CSC2=S)cc(OC)c1OC | 108 | 108 | 91 | 75 | 108 | 110 | 98 | 101
Cc1cc2nc(CS)[nH]c2cc1C | 96 | 82 | 44 | 83 | 102 | 131 | 92 | 75
CCSc1nc2nc[nH]c3nc(=N)nc([nH]1)c23 | 98 | 95 | 91 | 81 | 95 | 99 | 101 | 93
